PfM18AAP inh – blocks P. falciparum M18 aspartyl aminopeptidase; recombinant PfM18AAP, H-Glu-NHMec fluorogenic cleavage; inhibition, % at 7.35 µM; 1.2% of 290,000 active; AID 1822;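 active = inhibition above the campaign mean inhibition over all tested compounds plus 3 SD, cut at about 28% in these data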;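 also: 0% = plate median of test compound wells and 100% = 2 mM ZnCl2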
IMP-1 inhibitor – inhibitors of Pseudomonas aeruginosa IMP-1 metallo-beta-lactamase; purified IMP-1, nitrocefin hydrolysis, epi-absorbance fluorescence; inhibition, % at 5.6 µM; 0.45% of 290,000 active; AID 1556;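 active = inhibition above the mean plus 3 SD of all compounds in the same screening run, cut at about 4.5% in these data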;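 also: 0% = IMP-1 with DMSO and 100% = DMSO wells lacking enzyme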
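system = purified recombinant IMP-1 beta-lactamase | amount = 0.2 nM IMP-1, as dispensed | medium = HEPES buffer pH 7.1 with ZnSO4 and Brij 35 | times = 25 °C, 15 min preincubation, 25 min reaction | detection = plate fluorescence quenching by hydrolysis product, ex 480/em 530 nm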
FID counter – displaces DNA intercalator in HCV helicase counter-screen. DNA fluorescent intercalator displacement, fluorescence. inhibition, % at 7.9 µM. 0.17% of 290,000 active. AID 1845; in the data active = inhibition above about 37%;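 also: 0% = vehicle and 100% = reference compound; higher means more ethidium bromide displaced from hairpin DNA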
VIM-2 inh – inhibitors of Pseudomonas aeruginosa VIM-2 metallo-beta-lactamase; AID 1527; purified VIM-2, nitrocefin hydrolysis, epi-absorbance fluorescence; 0.89% of 290,000 active; inhibition, % at 5.6 µM;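 active = inhibition above the mean of all tested compounds plus 3 SD, cutoff set per screening run, cut at about 7.5% in these data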;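 also: red hydrolysis product quenches plate fluorescence so inhibitors raise well fluorescence; 0% = enzyme with DMSO and 100% = DMSO without enzyme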
HCV NS3 hel inh – blocks Hepatitis C virus NS3 helicase unwinding; 0.56% of 290,000 active; AID 1800; inhibition, % at 10.9 µM; NS3 helicase DNA unwinding, Cy5 molecular beacon fluorescence;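 active = inhibition above the mean of all tested compounds plus 3 SD, set per campaign, cut at about 35% in these data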;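 also: 0% = DMSO wells and 100% = thioflavine S control wells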
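Material: hepatitis C virus NS3 helicase domain fragment enzyme; measured by: Cy5 fluorescence, 0 and 60 min reads; control set: DMSO and thioflavine S; incubation: 60 min unwinding reaction at 25 °C after ATP addition; read-out basis: % inhibition from 60/0 min fluorescence ratio, DMSO 0%, thioflavine S 100%; repeats: singlicate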
SUMO HTRF inh – SUMOylation inhibition; P63279; HTRF SUMOylation assay, SAE1/SAE2 + UBC9, in vitro; inhibition, % at 35 µM; 0.36% of 290,000 active; AID 2006; in the data active = inhibition above about 50%, passing the limit was not always enough; also: strong numbers were not always called active
Target sequence (P63279 whole entry, looked up): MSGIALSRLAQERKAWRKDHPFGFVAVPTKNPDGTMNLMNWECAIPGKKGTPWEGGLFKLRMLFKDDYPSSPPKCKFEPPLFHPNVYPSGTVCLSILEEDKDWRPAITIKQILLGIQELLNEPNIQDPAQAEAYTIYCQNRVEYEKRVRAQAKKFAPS
IDE cell activ – boosts human insulin-degrading enzyme activity in HEK cells; P14735; FAbeta-B cleavage, fluorescence polarization; 0% vehicle, 100% cell-free pure enzyme wells; activation, % at 5.96 µM; 0.073% of 340,000 active; AID 493087;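 active = activation above the mean of all tested compounds plus 3 SD, set per screening campaign, cut at about 17% in these data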
pCIP destab – compounds decreasing mouse p/CIP protein stability; F442A p/CIP-EGFP cells, EGFP fluorescence, 16 h; decrease of EGFP signal, % at 10 µM; 0.01% of 290,000 active;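 active = EGFP signal decrease of at least 30% at 10 µM or well 3 SD below plate mean, unless failing retest; inactive = the rest, including hits failing retest or dose response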; also: some compounds called inactive have numbers as strong as hits; many of its hits are not listed in these tables
IDE cell inh – cellular human IDE inhibition; P14735; HEK cells, FAbetaB cleavage, fluorescence polarization; inhibition, % at 5.59 µM; 0.41% of 320,000 active; AID 434962;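 active = percent inhibition above the average of all tested compounds plus 3 SD, set per screening campaign, cut at about 16% in these data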;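 also: IDE supplied by intact live HEK cells; FP after avidin binding of uncleaved biotin substrate so inhibition keeps polarization high; 0% = DMSO wells and 100% = 60 µM reference IDE inhibitor Ii1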
* hit, by the source's call; nt = not tested or not shown.

SMILES	PfM18AAP inh	IMP-1 inhibitor	FID counter	VIM-2 inh	HCV NS3 hel inh	SUMO HTRF inh	IDE cell activ	pCIP destab	IDE cell inh
Cc1ccccc1NCCNc1ccccc1C	12	-3.7	-5	-1.9	-7	4	8	-7	0
O=C(Nc1nc(-c2ccccc2)cs1)c1ccco1	-2	-3.8	0	-1.8	-4	-9	9	-27	6
O=C(O)CSc1nnc(COc2ccc(Br)cc2)n1-c1ccccc1	-6	-2.1	-29	-1.2	13	3	1	-27	5
Oc1c(C=Nc2ccccc2)sc2ccccc12	8	-1.7	3	1.1	-40	5	-13	-8	-1
CCN(CC)CCNC(=O)c1c(C)oc2cc(Br)c(OC)cc12	-1	-2.1	16	0.3	-23	30	1	-18	0
Cc1ccc(S(=O)(=O)NC(C)C(=O)NC(C)c2cccs2)cc1 (stereo unspecified)	-9	-1.5	-8	-1.4	-10	12	7	-5	-2
O=C(c1ccc(Cl)cc1)N1CCN=C1c1ccccc1	-2	-4.2	-6	-3.4	-6	8	3	0	-2
Nc1nnnn1/N=C/c1cccc(OCc2ccccc2Cl)c1	9	1.2	-12	-3.0	2	18	10	-14	0
COc1ccc(CCN(C)C(=O)C2CCN(Cc3ccc(C)cc3)CC2)cc1OC	-5	1.0	4	-3.3	-16	7	0	-23	-4
CCOC(=O)N1CCN(C(=O)Cn2ncn3nc(-c4cccs4)cc3c2=O)CC1	4	-4.2	-6	1.8	11	10	-2	-6	5
COCCn1nnnc1CN(CCc1ccc(OC)c(OC)c1)Cc1cc2ccc(C)cc2[nH]c1=O	11	-4.9	5	-1.0	16	27	-3	1	1
CS(=O)(=O)N(CC(N)=O)c1ccc(F)c(Cl)c1	6	-6.7	-2	-5.1	-3	11	8	-12	-2
c1ccc(CSc2ccc3nnc(-c4cccnc4)n3n2)cc1	2	-2.7	-4	0.5	-6	-1	-6	2	9
S=C1NNC2(CC3CC2C2CCCC32)NN1 (stereo unspecified)	24	-4.2	-5	2.3	6	4	5	-32	-8
O=C(O)c1ccc(NC(=S)N2CCCCC2)cc1	1	-2.8	2	-2.7	2	-6	7	-10	12
C(=N\Nc1nc2ccccc2[nH]1)/c1cccs1	14	-2.1	-1	-5.0	-3	1	4	6	4
CCOC(=O)C1CCCN(C/C=C/c2ccccc2[N+](=O)[O-])C1 (stereo unspecified)	-9	-1.4	5	-1.6	1	-9	4	6	1
COCCN1CCn2c(nc3cc(Nc4nnc(C)c5ccccc45)ccc32)C1	-4	-0.7	-4	-0.2	-16	28	-1	-8	10
O=c1c2ccccc2nc(SCc2nc3ccccc3s2)n1CCCO	4	-2.7	-30	-0.8	-9	-4	-5	-12	8
O=S1(=O)Nc2c(ccc3cccnc23)-c2ccccc21	3	-4.0	-10	-0.2	8	-38	0	-22	2

Nothing new here: entries from further up.
SMILES	PfM18AAP inh	IMP-1 inhibitor	FID counter	VIM-2 inh	HCV NS3 hel inh	SUMO HTRF inh	IDE cell activ	pCIP destab	IDE cell inh
COCCN1CCn2c(nc3cc(Nc4nnc(C)c5ccccc45)ccc32)C1	-4	-0.7	-4	-0.2	-16	28	-1	-8	10
O=c1c2ccccc2nc(SCc2nc3ccccc3s2)n1CCCO	4	-2.7	-30	-0.8	-9	-4	-5	-12	8
O=S1(=O)Nc2c(ccc3cccnc23)-c2ccccc21	3	-4.0	-10	-0.2	8	-38	0	-22	2

More entries:
SMILES	PfM18AAP inh	IMP-1 inhibitor	FID counter	VIM-2 inh	HCV NS3 hel inh	SUMO HTRF inh	IDE cell activ	pCIP destab	IDE cell inh
CS(=O)(=O)N1N=C(c2ccco2)CC1c1ccc(Br)cc1 (stereo unspecified)	8	-2.1	-23	-3.8	14	10	3	-6	2
CN(C)CCNc1ncnc2oc(-c3ccccc3)c(-c3ccccc3)c12	1	-2.8	15	-1.2	-67	14	4	-12	nt
COc1ccc(-c2noc(CCc3ccccc3)n2)cc1	1	-3.4	-3	-3.2	-15	-20	7	5	-2
Cn1cc(Br)c(-c2cccc(N3C(=O)CC(C)(C)CC3=O)c2)n1	-1	-2.7	-18	-2.6	19	-11	10	-13	7
CC(=O)Nc1ccc(Sc2ccccc2C(=O)O)cc1	-2	0.1	6	2.1	-6	8	0	-8	2
O=C1C(Cl)=C(NCCN2CCOCC2)C(=O)c2ccccc21	13	-3.5	10	-1.2	-2	-3	3	-7	5
CCCC(=O)Nc1c2c(nn1-c1ccc(OC)cc1)CS(=O)(=O)C2	-5	-0.5	-1	-0.3	5	-5	-3	1	-1
CCCCNC(=O)c1oc2ccc(S(=O)(=O)N3CCCC3)cc2c1C	0	5.9*	-31	-2.5	-9	-3	3	-3	1
CC(=O)c1ccc(NC(=O)CCNC(=O)c2ccc(Cl)cc2)cc1	3	-1.3	-11	-3.6	-6	2	1	3	-2
CCN(CC)c1ccc(/C=C2\C(=O)N(c3ccc([N+](=O)[O-])cc3)N=C2N2CCOCC2)cc1	1	-4.0	2	-2.9	2	nt	nt	nt	nt
CCOC(=O)c1cc2sc(C)cc2n1CC(=O)NCc1ccc(F)cc1	-4	-6.4	-4	-2.9	0	-30	1	2	3
CC(=O)N1CCc2cc(Br)cc(S(=O)(=O)NCCCN3CCC(C)CC3)c21	-1	-2.1	5	1.5	2	-2	6	-14	-1
COc1cccc(C(=O)C2CCCN(Cc3cccc(OCCO)c3)C2)c1 (stereo unspecified)	2	-3.8	-4	-1.6	-8	11	2	21	0
CN1CCCC(OC(=O)c2cc(Cl)cc(Cl)c2)C1 (stereo unspecified)	-3	-1.2	14	0.7	-4	4	4	-3	-2
O=C(O)Cn1nnnc1SCC(=O)Nc1ccc(OC(F)(F)F)cc1	4	-3.4	3	-0.8	4	3	5	-4	-4
CCN(CC)Cc1cc(NC2=NS(=O)(=O)c3ccccc32)ccc1OC(=O)c1ccccc1	7	-2.4	15	1.2	-21	-2	2	3	-4
COC(=O)C1=NNC2(c3ccc(C)cc3)C(=O)N(c3cccc(C)c3C)C(=O)C12 (stereo unspecified)	-2	-1.6	0	-3.4	-6	-14	-1	-4	2
CCCN(CC(=O)Nc1ccc(F)c(F)c1F)Cc1cc(=O)n2ccsc2n1	3	-2.0	-14	-4.3	-1	27	1	-5	-3
Cc1cc2nnc(SCC(=O)Nc3cccc(S(=O)(=O)N4CCOCC4)c3)n2c2ccccc12	-6	-3.8	1	-2.6	-7	-2	4	-13	10
Cc1c(OCC(=O)NCCCN2CCCC2=O)ccc2c3c(c(=O)oc12)CCC3	3	-4.0	-43	23*	6	8	3	7	9
COc1cccc(N=Cc2nc(-c3ccccc3)oc2OC(C)=O)c1	-1	-2.9	1	-2.1	-5	1	4	1	-4
C=CCc1cccc(CNc2nc3ccccc3n2C(C)C)c1O	-6	-4.7	18	-5.3	-36	-22	0	4	-1
O=C1C(=O)N(c2ccccc2)C(c2ccccc2[N+](=O)[O-])/C1=C(\O)c1ccccc1 (stereo unspecified)	6	-1.3	2	-4.0	1	16	-2	-16	4
Cn1c(SCC(=O)Nc2ncc(C(F)(F)F)cc2Cl)nnc1-c1ccc(Cl)cc1	4	-4.1	-15	-5.6	7	8	-6	5	3
Cc1cc2c(cc1C)C(c1ccccc1Br)CC(=O)N2 (stereo unspecified)	0	-0.8	-24	-1.2	-3	0	-1	-12	-5
CCNC(=O)CSc1nnc(-c2ccccc2Br)n1-c1cccc(C(F)(F)F)c1	-2	-1.7	-26	-0.1	1	5	-6	-4	3
CN(C)CCCN(C(=O)c1ccco1)c1nc2c(F)cc(F)cc2s1	-2	-0.9	11	-0.7	-6	11	-1	11	5
Cc1c(Cl)cccc1Nc1nc(N)nc(CN2CCCCCC2)n1	-3	-3.6	-6	-5.5	-10	30	1	-9	4
N#Cc1ccccc1Sc1ccccc1C(=O)OCC(=O)NC12CC3CC(CC(C3)C1)C2	5	-2.8	-23	-2.1	-26	-26	4	-3	2
COc1ncccc1C(=O)N1CCCC(C(=O)c2cc(F)ccc2F)C1 (stereo unspecified)	-2	-2.7	-20	-1.3	11	-3	0	0	6
C=Cn1cc[n+](CC(=O)c2ccc(-c3ccccc3)cc2)c1	12	-0.8	17	1.2	-64	-3	-9	8	1
CC(SC1CCCC1)C(=O)NC(C)(C#N)C(C)C (stereo unspecified)	-3	-2.5	-3	-5.3	-2	3	2	3	1
COc1ccc(C=O)cc1OS(=O)(=O)c1ccc(NC(C)=O)cc1	3	-2.0	-1	-3.4	8	-4	-1	-10	-3
O=C(Cc1nnc(NC(=O)c2ccccc2)s1)N/N=C\c1ccc(O)c(O)c1	57*	0.0	-8	0.6	12	14	3	-13	-3
c1ccc(Nc2c3c(nc4ncnn24)CCC3)cc1	0	-2.9	1	3.3	-4	6	5	13	2
Cc1cc(C)cc(NC(=O)CCC(=O)Nc2nnc(C(C)C)s2)c1	-16	-1.0	-42	1.5	-7	15	3	-10	-5
O=C(CCNS(=O)(=O)c1cccc2nsnc12)NCCc1ccccc1	4	-2.3	2	-1.9	4	20	-1	-9	1
N#CC(C#N)=C1C=C2C=C(N3CCOCC3)CCC2CC1 (stereo unspecified)	1	17*	9	20*	0	6	58*	-971	nt
COCC(=O)Nc1cc(OC)cc(OC)c1	6	-1.9	0	-6.2	-1	16	-2	-2	-8
Cc1cc(C(=O)N2CCN(c3ccccn3)CC2)c(C)o1	0	-2.8	-2	-1.5	1	17	-5	-4	-3

2 of the compounds above, as comma-separated lines.
smiles,PfM18AAP inh,IMP-1 inhibitor,FID counter,VIM-2 inh,HCV NS3 hel inh,SUMO HTRF inh,IDE cell activ,pCIP destab,IDE cell inh
O=C(Cc1nnc(NC(=O)c2ccccc2)s1)N/N=C\c1ccc(O)c(O)c1,57*,0.0,-8,0.6,12,14,3,-13,-3
c1ccc(Nc2c3c(nc4ncnn24)CCC3)cc1,0,-2.9,1,3.3,-4,6,5,13,2

Further records follow.
SMILES	PfM18AAP inh	IMP-1 inhibitor	FID counter	VIM-2 inh	HCV NS3 hel inh	SUMO HTRF inh	IDE cell activ	pCIP destab	IDE cell inh
CS(=O)(=O)N1CCN(c2nc3ccc(Cl)cc3s2)CC1	-1	-1.9	-1	-1.4	-4	14	-2	-10	-3
C=C(C)CN(CC)C(=O)Cn1cnc2c(oc3ccccc32)c1=O	-1	0.0	-5	0.5	3	-7	8	-1	nt
CC(=O)Nc1ccc(NC(=O)CSc2ccc3nnc(CCNS(=O)(=O)c4ccc(C)cc4)n3n2)cc1	-13	-0.4	-30	1.9	0	9	4	9	0
CCOc1ccc(NC(=O)NCc2ccc3c(c2)OCO3)cc1	-15	-1.7	-3	-2.0	7	24	0	-1	-2
CCOC(=O)Cn1c(=O)oc2cc(S(=O)(=O)NC3CCCc4ccccc43)ccc21 (stereo unspecified)	-6	-3.3	-23	-1.8	2	-10	2	12	4
COc1ccc(C(=O)Nc2ccccc2C(=O)N2CCOCC2)cc1Br	1	-3.0	-9	-0.8	1	0	1	6	4
CC(=O)Nc1cccc(-c2cnc3ccccc3n2)c1	0	-4.5	-4	-0.7	-1	3	-1	-11	2
COc1ccc2nc(N=Nc3c(O)ccc4ccccc34)sc2c1	-9	1.3	0	0.0	-3	-4	nt	1	nt
COc1ccc(CNc2nc3c(c(=O)[nH]c(=O)n3C)n2CCCc2ccccc2)cc1	-3	-2.2	-8	0.2	0	2	-5	-8	1
O=C(O)c1ccccc1NS(=O)(=O)c1ccc2ccccc2c1	-7	2.0	-12	-0.1	0	12	-2	-11	-2

Screens as filed in PubChem BioAssay.
